# Source: PubChem (National Center for Advancing Translational Sciences (NCATS))
# FLuc counter = inhibits or activates purified firefly luciferase, miR-21 counter-screen | purified FLuc, Km substrates, luminescence inhibition | 360,000 tested, 6.9% active | P08659 | AID 588342 | Potency, µM (top dose mostly 57.5 µM), for inactives: top-dose activity change, negative = inhibition, hits mostly inhibitors;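 also: plate controls were vehicle for no effect and reference inhibitor for full effect; nearly all actives have a fitted effect of over 55% in size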
# Target sequence (P08659 whole entry, looked up): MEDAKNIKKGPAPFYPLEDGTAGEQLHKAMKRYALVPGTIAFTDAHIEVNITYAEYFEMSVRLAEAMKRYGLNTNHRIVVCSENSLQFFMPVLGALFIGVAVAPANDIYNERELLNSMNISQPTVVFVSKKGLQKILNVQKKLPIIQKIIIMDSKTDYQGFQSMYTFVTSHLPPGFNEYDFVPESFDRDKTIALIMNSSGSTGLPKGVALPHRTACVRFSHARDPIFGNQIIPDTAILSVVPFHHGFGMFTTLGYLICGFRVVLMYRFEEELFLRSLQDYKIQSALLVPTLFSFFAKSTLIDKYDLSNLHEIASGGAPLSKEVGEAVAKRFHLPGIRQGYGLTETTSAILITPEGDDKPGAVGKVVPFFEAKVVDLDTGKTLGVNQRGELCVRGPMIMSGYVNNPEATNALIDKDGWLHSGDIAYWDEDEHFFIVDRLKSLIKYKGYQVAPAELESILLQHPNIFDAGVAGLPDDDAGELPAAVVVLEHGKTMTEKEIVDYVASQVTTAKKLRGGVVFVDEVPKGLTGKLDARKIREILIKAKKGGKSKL
#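 Purified P. pyralis luciferase, 10 nM final, with Km-level 10 uM D-luciferin and 10 uM ATP in 50 mM Tris acetate pH 7.5, 10 mM Mg acetate, 0.01% Tween-20, 0.05% BSA; 6-point qHTS titration about 60 µM downward; luminescence read.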
# BRCA1 expr act = BRCA1 expression activation. MCF7-BRCA1-FFLuc reporter, luminescence, 48 h; response scale: scaled: vehicle 0%, 10 µM genistein 100%. Potency, µM (doses to about 46.1 µM), inactives show at the top dose activation, usual class: activators. 380,000 tested, 1.1% active. AID 624202; also: nearly all actives have a fitted effect of over 80% in size; some results filed as inactive show a strong effect at the top dose
#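 First, MCF7-BRCA1-FFLuc cells (2000/well) attach for 2 h; next, compounds are pin-added and incubated 48 h at 37 °C; finally, luciferase reagent is added and luminescence read after 15 min.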
# * marks the source's active call; other numbers are inactive results; u = inconclusive; [ ] = remark or other dose. Calls follow the shape of the dose curve; as a rule, active = well fitted curve in the direction sought with a large enough effect; inconclusive = small, poorly fitted or top-dose-only effect, or another doubt; inactive = no such curve, though single readings can be large; an effect the other way counts as inactive or inconclusive. Potency is read from the fitted curve at half-maximal effect. These rows are one share of the data (hit frequency here may not be typical).
# Below each compound: FLuc counter | BRCA1 expr act
- Cc1ccc(-c2nnc(Nc3ccc(Br)cc3)c3ccccc23)cc1S(=O)(=O)N1CCOCC1
→ -4% | -22%
- COc1ccc(Cn2c(NCC(C)C)nc3c2c(=O)n(C)c(=O)n3C)cc1
→ -9% | -12%
- CCOC(=O)c1cccc(NC(=O)CN2C(=O)c3ccccc3Sc3ncccc32)c1
→ 5% | 14%
- COc1cccc(-n2c(SCC(=O)Nc3c(C)cc(C)cc3C)nc3c([nH]c4ccccc43)c2=O)c1
→ -1% | -56%
- COc1ccc(C(=O)NCCn2cc(SCc3c(F)cccc3Cl)c3ccccc32)cc1
→ -14% | -59%
- CCc1ccc(N2C(=O)CSC23C(=O)N(Cc2cccc(OC)c2)c2ccccc23)cc1 (stereo not drawn)
→ -2% | -5%
- CCOC(=O)c1c(Nc2ccc(F)cc2)nnc(-c2ccccc2)c1-c1ccccc1
→ -3% | -13%
- O=C(CSc1nc(-c2ccccc2)nc2cc(=O)[nH]n12)Nc1ccccc1
→ -10% | -11%
- COCCCNC(=O)c1cc(-c2ccc(OC)cc2)nc2n[nH]c(-c3ccc(Cl)cc3)c12
→ -1% | 1%
- Cc1ccc(NC(=O)C2CCCN(C(=O)c3cnn(-c4ccc(F)cc4)c3-n3cccc3)C2)c(Cl)c1 (stereo not drawn)
→ -16% | -5%

# Full records, quoted from the list.
# O=C(CSc1nc(-c2ccccc2)nc2cc(=O)[nH]n12)Nc1ccccc1 is listed with FLuc counter: -10%; BRCA1 expr act: -11%
# COc1ccc(C(=O)NCCn2cc(SCc3c(F)cccc3Cl)c3ccccc32)cc1 is listed with FLuc counter: -14%; BRCA1 expr act: -59%

# Going on with the list.
# Below each compound: FLuc counter | BRCA1 expr act
- CCC(=O)N1CCc2cc(S(=O)(=O)CCC(=O)Nc3ccc(OC(F)(F)F)cc3)ccc21
→ 5% | -11%
- CCc1cccc(C)c1NS(=O)(=O)c1ccc(-n2cccn2)cc1
→ -13% | -5%
- O=C(Nc1ccc(Br)cc1)c1ccc(F)c(S(=O)(=O)NC2CCCCCC2)c1
→ 1% | 0%
- CCOc1ccc(CN2C(=O)c3ccccc3Sc3ccc(C(=O)NCc4ccco4)cc32)cc1
→ 4% | -27%
- CCc1ccc(NCc2cc3ccc(OC)cc3n(CC(=O)Nc3cccc(Cl)c3C)c2=O)cc1
→ 0% | 1%
- O=C(CCCN1C(=O)C(c2ccccc2)Oc2cccnc21)Nc1ccccc1C(F)(F)F (stereo not drawn)
→ 0% | 10%
- Cc1ccc(C(=O)n2nc(C)c(S(=O)(=O)N3CCOCC3)c2C)cc1C
→ -9% | 7%
- CCOc1cc(/C=C(\C#N)C(=O)Nc2ccc(OC)cc2)ccc1OCc1cc(=O)n2nc(CC)sc2n1
→ 0% | 0%
- COc1ccc(-n2c(=O)c3c(c4cc(OC)ccc4n3C)n(Cc3ccc(F)cc3Cl)c2=O)cc1
→ -3% | 17%
- COc1cccc(N2CCN(C(=O)C3CCCN(S(=O)(=O)c4cccc5nsnc45)C3)CC2)c1 (stereo not drawn)
→ -3% | 0%
- Cc1cn2c(=O)cc(COc3cccc(NC(=O)c4ccccc4Cl)c3)nc2s1
→ -10% | 14%
- Cc1oc(-c2cccc(Cl)c2)nc1CS(=O)(=O)CC(=O)NC(C)CCc1ccccc1 (stereo not drawn)
→ -17% | -27%
- CCc1ccc(Sc2cc(C(=O)NCc3ccccc3OC)c3ccccc3n2)cc1
→ -3% | -19%
- CCOC(=O)c1c(C)c(-c2ccccc2)n(CC(=O)NC2CCCCCC2)c1C
→ -19% | -2%
- Cn1c(=O)c2c(-c3ccc(Cl)cc3)n(CCc3ccccc3)cc2n(C)c1=O
→ 3% | 6%
- CCC(Nc1ccc(-c2nc(-c3ccco3)no2)cc1[N+](=O)[O-])c1ccccc1 (stereo not drawn)
→ u | 10%
- CCOc1c(CNCCSc2nnnn2C)cccc1OC
→ -3% | 0%
- COc1ccc(Nc2c3c(nc4ccc(NC(=O)c5cc(Cl)ccc5OC)cc24)CCCC3)cc1OC
→ 9% | -43%
- Cc1ccc(C(C)C)c(OCC(=O)Nc2ccc(-c3nc4ncccc4o3)cc2C)c1
→ 2% | 7%
- COc1ccc(-c2nc3ccccc3s2)cc1NC(=O)COc1ccc(C)cc1
→ -2% | -15%
- COc1cc(OC)cc(-c2nc3nc(C)c(CCC(=O)NCCC(C)C)c(C)n3n2)c1
→ -1% | 7%
- COc1cc(NC(=O)CN2C(=O)CCc3cc(Br)ccc32)cc(OC)c1OC
→ -7% | -10%
- O=C(Nc1c2c(nn1-c1ccc(Cl)cc1)CS(=O)(=O)C2)c1ccccc1F
→ -2% | -13%
- COc1cccc(NC(=O)CN2C(=O)CC(c3ccco3)Sc3ccccc32)c1 (stereo not drawn)
→ -17% | 0%
- CCCn1c(=N)c(C(=O)NCc2ccco2)cc2c(=O)n3cc(C)ccc3nc21
→ -2% | 5%
- O=C(c1cnc2cc(-c3ccccc3)nn2c1)c1cc([N+](=O)[O-])ccc1O
→ u | -13%
- CCOC(=O)c1ccc(-c2ccc(/C=C(\C#N)C(=O)Nc3cccc(C)c3)o2)cc1
→ -4% | -3%
- CC1=C(C(=O)Nc2ccc(Cl)cc2)C(C(C)C)n2nc(SCc3cccc(C)c3)nc2N1 (stereo not drawn)
→ 0% | 15%
- COc1ccc(-c2nc(C)c(CCNC(=O)c3c(F)cccc3F)s2)cc1
→ u | 62%
- CCOC(=O)c1cc(NC(=O)c2ccc(C)cc2)c(=O)n2c1oc1ccccc12
→ -1% | 15%
- Cc1cc(C)cc(OCc2cc(=O)n3c4c(sc3n2)CCCC4)c1
→ 1% | 15%
- COc1ccc(NC(=O)c2oc3ccccc3c2NC(=O)c2cc(C)cc(C)c2)c(OC)c1
→ 2% | -2%
- Cc1ccc2oc(-c3ccc(C)c(NC(=O)/C=C/c4ccco4)c3)nc2c1
→ 12µM* | 0%
- Cc1cccc(-c2nn3c(=O)cc(CN4CCN(C(=O)c5ccccc5Br)CC4)nc3s2)c1
→ 2% | 0%
- CCN(c1ccccc1)S(=O)(=O)c1ccc2[nH]cc(C(=O)NC3CCCCC3)c(=O)c2c1
→ -3% | -30%
- Cc1ccc(C(=O)CSc2nc3cc(C(=O)NC4CCCC4)ccc3c(=O)n2CC2CCCO2)cc1 (stereo not drawn)
→ 3% | -1%
- COc1cccc(NC(=O)c2csc3c2CCCCC3)c1
→ 11µM* | 63%
- COc1cc(NC(=O)C2CCN(S(=O)(=O)c3ccc4c(c3)CCCC(=O)N4)CC2)cc(OC)c1
→ -9% | -2%
- Cc1nc2c(-c3ccccc3)c(C)nn2c(C)c1CCC(=O)NCc1ccc(F)cc1
→ -1% | -8%
- CCN(CC)CCCNC(=O)c1ccc(-c2nc(CN3CCc4ccccc43)c(C)o2)cc1
→ 0% | -37%
- CCOC(=O)CSc1nc2c(sc3ccccc32)c(=O)n1Cc1ccc(OC)cc1
→ -5% | 0%
- COc1ccc2oc(=O)c(C(=O)NCCc3c(C)[nH]c4ccc(F)cc34)cc2c1
→ 2% | 4%
- CCCSCCCNC(=O)C1CCN(c2nc3ccccc3nc2C(F)(F)F)CC1
→ -15% | 13%
- CCn1c(=O)c2sccc2n2c(CCC(=O)Nc3ccc(OC)cc3OC)nnc12
→ -1% | -10%
- COc1ccc(CNC(=O)Cn2c(=O)ccc3cc(S(=O)(=O)N4CCCC4)ccc32)cc1
→ -6% | 12%
- CCOC(=O)c1cc(S(=O)(=O)Nc2c(C)cc(C)cc2C)[nH]n1
→ -3% | 7%
- COc1ccc(S(=O)(=O)NCc2cccn2Cc2cccc(C)c2)cc1
→ -1% | -5%
- CCc1nnc(NC(=O)CSc2nccn2Cc2ccccc2)s1
→ u | 14%
- COCCCNC(=O)c1ccc2c(c1)NC(=O)C(C(C)C)N2 (stereo not drawn)
→ -2% | 3%
- CCCCOc1ccc(C(=O)NCCc2sc3nc(-c4ccc(OC)cc4)nn3c2C)cc1
→ u | 6%

# Later entries.
# Below each compound: FLuc counter | BRCA1 expr act
- COc1ccccc1-c1cc2nc(C)c(CCC(=O)O)c(C)n2n1
→ 15µM* | -47%
- COc1ccc(-c2nc(Cn3c(SCc4cccc(Cl)c4)nc4ccncc43)c(C)o2)cc1
→ -3% | -21%
- CCOC(=O)C1CCCN(C(=O)c2cc3c(=O)[nH]c4ccc(C)cc4c3s2)C1 (stereo not drawn)
→ -2% | -3%
- CCc1nn2c(=O)cc(COC(=O)Cc3ccccc3)nc2s1
→ 6% | 12%
- Cn1c(=O)[nH]c2cc(-c3noc(-c4ccc(C#N)cc4)n3)ccc21
→ -1% | -1%
- CC1=C(C(=O)Nc2cccnc2)C(c2ccc(C)cc2)n2nc(SCc3ccccc3F)nc2N1 (stereo not drawn)
→ -1% | 10%
- CC1=C(C(=O)OCc2ccc(C)cc2)C(c2ccccc2Cl)CC(=O)N1 (stereo not drawn)
→ -12% | -3%
- Cc1cccc(-n2c3nc(=O)n(C)c(=O)c-3cc3c(C)nn(-c4ccccc4)c32)c1C
→ 3% | 6%
- COc1ccc(Cl)cc1CNCCSc1nnnn1C
→ 0% | 5%
- Cc1ccccc1NC(=O)CSc1nc2ccc(NC(=O)c3ccco3)cc2s1
→ u | 0%
- CCOc1ccc(-c2cc(CCCC(=O)NCCc3ccc(OC)c(OC)c3)no2)cc1
→ 11µM* | -19%
- N#Cc1nc(/C=C/c2ccc(F)cc2)oc1N1CCN(c2ccccc2)CC1
→ -2% | 1%
- CC(=O)c1ccc(NC(=O)c2nc(-c3ccc(C)cc3)n3c2CCCCC3)cc1
→ -5% | -36%
- Cc1ccc(C)c(N2CCN(C(=O)Cn3cnc4onc(-c5ccc(F)cc5)c4c3=O)CC2)c1
→ 4% | -11%
- CCN(C(=O)c1cc2c(=O)oc3ccc(C)cc3c2s1)c1cc(OC)ccc1OC
→ -6% | 4%
- Cc1cccc(-n2ccnc2SCC(=O)Nc2cc(C(F)(F)F)ccc2Cl)c1
→ -6% | -10%
- O=C(CCNS(=O)(=O)c1cccc2nonc12)Nc1ccc(F)cc1
→ 1% | -3%
- Cc1ccc(-n2c(SCC(=O)NCc3ccc(F)cc3)nc3c([nH]c4ccccc43)c2=O)cc1
→ -4% | -31%
- O=C(c1ccccc1Cl)N(Cc1ccco1)c1ccccn1
→ -9% | 0%
- CCN(c1ccc(OC)cc1)S(=O)(=O)c1ccc2[nH]c3c(c2c1)CCCCC3
→ -7% | -69%[inhibitor]
- Cc1cn2c(=O)cc(COc3ccc(NC(=O)c4ccc(C(C)(C)C)cc4)cc3)nc2s1
→ -1% | -11%
- Cc1ccccc1C(=O)NC(=O)Nc1ccc(-n2nc(C(F)(F)F)cc2C(F)(F)F)cc1
→ -1% | 16%
- CSc1cccc(NC(=O)c2cnn(-c3ccc(F)cc3)c2-n2cccc2)c1
→ -9% | -7%
- CCc1ccccc1N1C(=O)N(Cc2ccccc2C)c2ccccc2S1(=O)=O
→ 0% | -5%
- Cc1ccc(CN(C(=O)COc2ccc([N+](=O)[O-])cc2)c2ccccn2)o1
→ 2% | 12%
- CCOC(=O)c1c(C)oc2nc(C)nc(Nc3ccc(C)c(Cl)c3)c12
→ -3% | 1%
- COc1cc(C2NC(=O)N(C)C3=C2C(=O)N(c2ccccc2)C3)ccc1O (stereo not drawn)
→ 5% | -4%
- COc1cccc(/C=C/c2nc(C#N)c(N3CCCCCC3)o2)c1
→ -15% | 9%
- COc1ccc2c(CNCc3ccco3)c(C(=O)O)n(Cc3ccccc3)c2c1
→ -14% | 11%
- CCc1cccc(NC(=O)CSc2ncc3c(n2)-c2ccc(Cl)cc2N(Cc2ccccc2)S3(=O)=O)c1
→ -4% | -6%
- COc1ccc(N(CC(=O)NC(C)c2ccccc2)S(=O)(=O)c2c(C)nn(C)c2C)cc1 (stereo not drawn)
→ -2% | 11%
- CC(C)(C)NC(=O)CCSc1nc(-c2ccc3c(c2)OCO3)cc(C(F)(F)F)n1
→ -5% | -35%
- CC(=O)OCc1cnc(C)c2oc(=O)c(C(=O)Nc3cc(F)ccc3C)cc12
→ 0% | -1%
- Cc1ccc(N(CC(=O)Nc2ccc(Br)cc2)S(=O)(=O)c2cccs2)cc1
→ -2% | 7%
- Cc1ccc(C(=O)Nc2cc(-c3cn4cccnc4n3)ccc2C)cc1C
→ 1% | 2%
- Cc1nn(CCC(=O)N2CCN(c3ccccc3)CC2)c(C)c1S(=O)(=O)N1CCCC1
→ -1% | -5%
- CCN(CC)CCCNC(=O)C(C)n1nc(C)n2c(cc3occc32)c1=O (stereo not drawn)
→ 2% | 11%
- CC1=C(C(=O)Nc2ccccc2)C(C(C)C)n2nc(SCc3ccccc3C)nc2N1 (stereo not drawn)
→ -1% | 48%
- CC(C)(C)c1ccc(-c2nc(SCC(=O)Nc3ccc(Cl)cc3)[nH]c(=O)c2C#N)cc1
→ u | 5%
- COc1cc(C(CC(=O)NCc2ccccc2)N2Cc3ccccc3C2=O)cc(OC)c1OC (stereo not drawn)
→ -2% | 15%
- CCOC(=O)Cn1c(=O)n(C2CCCCC2)c2nc(-c3c(F)cccc3Cl)nc(C(N)=O)c21
→ -6% | -44%
- O=C(Cn1ncc2c(=O)oc3ccccc3c21)N1CCN(c2ccc(Cl)cc2)CC1
→ 1% | 5%
- Cn1c(=O)n(-c2ccc3c(c2)OCO3)c2nc(-c3ccc(Cl)cc3)nc(C(N)=O)c21
→ -6% | -13%
- CC1CCN(S(=O)(=O)c2cn(CC(=O)Nc3ccc(F)c(Cl)c3)c(=O)c3ccccc23)CC1
→ 5% | -26%
